# Lipid droplet = inhibitors of hepatocyte lipid droplet formation, primary screen, imaging, high-throughput imaging, BODIPY stain; 240,000 compounds, 0.4% hits; AML12 mouse hepatocytes, oleate lipid droplets; inhibition, % at 6.5 µM;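 active means lipid droplet intensity inhibited by at least 50%, with more than 500 cells counted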
#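 Material: mouse AML12 hepatocyte cell line, fixed after treatment; Timing: compound with oleate, overnight; Technique: high-content imaging of BODIPY-stained droplets and DAPI nuclei; Probe or stimulus: oleate, 100 µM final; Dosing: compound at 6.5 µM only.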
# WT yeast gro inh = growth inhibition of WT strain, primary screen, mitochondrial fusion inhibitor project, WT and mutant strains, chemical genetic; mitochondrial fusion phenotypic screen; inhibition, % at 10 µM; 190,000 compounds, 2.1% hits; in the data active means inhibition above about 58%; tested in S. cerevisiae
# Autophagy HCS = autophagy modulators in MEF cells, primary screen, imaging, high-content, MEF GFP-LC3; 190,000 compounds, 0.98% hits; calls only at 10 µM (by protocol); MEF GFP-LC3 puncta imaging; test concentration mostly 10 µM;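 active means percentage of spot-positive cells more than 3 SD above its plate mean, without a fluorescence outlier flag or 80% toxicity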;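 further: spot-positive cell cutoff set from DMSO-treated cells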
# Yfh1-off respiration = enhancers of respiration in Yfh1-depleted yeast, dose response, Friedreich's ataxia, plus single-dose screen (AID 1465). fold induction at 50 µM, or EC50 in µM where a hit was titrated. 220,000 compounds, 0.074% hits. S. cerevisiae Yfh1-off respiration, WST-1 reduction, 72 h; higher fold induction means a stronger effect;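 active means fold induction of absorbance versus untreated yeast above a set limit, then at least 30% activation at any dose in follow-up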;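 further: activators that raise dye reduction in frataxin-depleted yeast; strong numbers were not always called active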
# Dynein cargo inh = inhibitors of GR-EGFP nuclear translocation, primary screen, dynein cargo transport inhibitor project, imaging, high-content, 3617.4 mouse cells; test concentration mostly 20 µM; stimulated with dexamethasone, 1 µM; hits give low values; z-score, hits read low; 220,000 compounds, 0.47% hits; AID 1381, 2008;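 active means plate z-score of nuclear minus cytoplasmic receptor signal below a set negative limit, without overly bright fluorescence or cell loss, cut at about -3.5 in these data, passing the limit was not always enough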;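 further: z-score of nuclear minus cytoplasmic ring GR-EGFP intensity difference per well; some compounds called inactive have numbers as strong as hits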
#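 Medium: Induction medium lacking tetracycline, stripped serum | Probe or stimulus: 1.0 µM final dexamethasone stimulus | Schedule: 48 h induction, then 1 h compound, then 30 min agonist, 37 °C | Signal: Automated 10x imaging of fixed Hoechst-stained cells | Evaluation: Per-cell GR-EGFP intensity, nucleus versus surrounding cytoplasmic ring, well-averaged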
# MT stabilizer = microtubule stabilizers in HeLa cells, primary screen, imaging, high-content imaging; % tubulin-high responders, % at 10 µM; HeLa tubulin immunostaining HCS, 24 h; share of cells brighter than vehicle mean+2SD; 200,000 compounds, 0.83% hits; AID 2205, 2009;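 active means plate Z-score above 3 for both tubulin-high and condensed-nucleus cell shares, with cell loss under 80%, at 10 µM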;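 further: anti alpha tubulin signal scored within the nucleus-defined area of each cell; some results filed as inactive read as strong as hits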
# Ins promoter up = insulin promoter activators in MIN6 cells, imaging, high-content screening, mouse beta cells | MIN6 insulin promoter-GFP reporter; hits give high values | z-score at 5 µM | 190,000 compounds, 0.3% hits | AID 1625, 2009;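 active means z-score above 3 at 5 µM with at least 500 cells counted in the well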
# b-catenin transl = modulators of beta-catenin nuclear translocation, primary screen, imaging, HeLa cells, immunofluorescence, high-content; nuclear translocation activity, % at 5 µM; 190,000 compounds, 0.3% hits; AID 1665, 2009;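 active means nuclear translocation activity above 50% at 5 µM, with a well cell count of 50 or more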;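 further: per-cell ratio of nuclear to cytoplasmic median beta-catenin stain intensity; plate controls were DMSO negative control for no effect and GSK-3 inhibitor IX positive control for full effect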
#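 Test system: HeLa cells, endogenous beta-catenin; Compound: single 5 µM dose plus 0.02–20 µM confirmation series; Times: compound exposure 24 h at 37°C; Signal: fluorescence imaging of beta-catenin antibody stain plus DAPI; Read-out: % activation, nuclear-to-cytoplasmic median beta-catenin signal ratio per cell.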
# NOD2 inhibition = NOD2 signaling inhibitors, cell-based, luminescence, uHTS, HEK293 (AID 1566); HEK293 NOD2/NF-kB luciferase reporter, luminescence; higher % means a stronger effect; inhibition, % at 4 µM, or EC50 in µM where a hit was titrated; 290,000 compounds, 0.63% hits; in the data active means inhibition above about 50%; further: many of its hits are not listed in these tables
# WT yeast gro inh mutant strain = also measured in WT yeast gro inh; calls as there; inhibition, %; mitochondrial fusion phenotypic screen, mutant strain inhibition
# Dynein cargo inh cytoplasmic EGFP = further read-out of Dynein cargo inh, marked with its call; z-score; measured here: cytoplasmic GR-EGFP intensity; hits give high values
# Dynein cargo inh nuclear GR-EGFP = also measured in Dynein cargo inh; calls as there; z-score; measured here: nuclear GR-EGFP intensity;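 lower value marks the stronger effect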
# Dynein cargo inh cell count = second read-out of Dynein cargo inh, no call of its own (marks repeat the call); z-score; measured here: cell count per field
# Ins promoter up cell count = recorded beside Ins promoter up, whose call it bears; cell count; measured here: cytotoxicity, nuclei count;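 total cells summed across four imaged fields per well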
# Lipid droplet cells 6.5 µM = also measured in Lipid droplet; calls as there; cell count; measured here: cell count, cytotoxicity flag;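 cells counted across two imaged fields per well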
# b-catenin transl cell count 5 µM = second read-out of b-catenin transl, no call of its own (marks repeat the call); cell count; measured here: cell count, cytotoxicity flag
# MT stabilizer Hoechst-high % = second read-out of MT stabilizer, no call of its own (marks repeat the call); % Hoechst-high responders; measured here: nuclear condensation Hoechst responders;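 share of cells brighter than vehicle mean plus two SD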
# MT stabilizer cytotoxicity % = also measured in MT stabilizer; calls as there; toxicity, %; measured here: cytotoxicity by cell density;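 0% = mean cell density of plate MIN control wells and 100% = no cells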
# Autophagy HCS cell loss 18 h = second read-out of Autophagy HCS, no call of its own (marks repeat the call); toxicity, %; measured here: cell loss, nuclei count;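 cell loss after 18 h compound exposure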
# Active calls of the source: *; i = inactive; / = not tested or not shown; + = active, no number. The list is partial (hit frequency here may not be typical).
SMILES,Lipid droplet,Lipid droplet cells 6.5 µM,WT yeast gro inh,WT yeast gro inh mutant strain,Autophagy HCS,Autophagy HCS cell loss 18 h,Yfh1-off respiration,Dynein cargo inh,Dynein cargo inh cytoplasmic EGFP,Dynein cargo inh nuclear GR-EGFP,Dynein cargo inh cell count,MT stabilizer,MT stabilizer Hoechst-high %,MT stabilizer cytotoxicity %,Ins promoter up,Ins promoter up cell count,b-catenin transl,b-catenin transl cell count 5 µM,NOD2 inhibition
CCOc1ccc(-c2nnc(-c3cccs3)o2)cc1OCC,/,/,3,-3,i,-12,i,-0.0086,-0.14,0.17,0.11,2.1,2.7,6.6,-0.06,1403,-1.1,853,-42%
CCOC(=O)C1=C(CSc2nc3ccccc3s2)NC(=O)NC1c1cccc([N+](=O)[O-])c1 (stereo not drawn),/,/,12,10,i,1,i,0.31,-0.028,0.52,-0.51,3.0,2.1,9.3,1.6,1533,0.5,1340,9%
Nc1nc(Br)c2c(F)cccc2c1-c1ccc(F)cc1,/,/,23,17,i,0,i,-0.19,-0.19,-0.56,0.8,1.3,1.1,8.4,/,/,/,/,19%
CCc1ccccc1Nc1nc(N)nc(CSCC(=O)Nc2ccc(C)c(C)c2)n1,-17,607,-14,5,i,-17,i,-0.36,-0.12,-0.5,0.51,3.0,4.7,11,-0.25,1294,/,/,3%
COc1cc(/C=N/NC(=O)/C(=C\c2ccc3c(c2)OCO3)NC(=O)c2ccccc2)ccc1O,-3,710,13,17,i,9,i,-0.036,-0.27,0.052,-0.073,1.8,2.2,6.0,-0.27,1510,-0.6,1070,3%
CC(=O)Nc1ccc(S(=O)(=O)NC2=C(N3CCN(c4ccc(F)cc4)CC3)C(=O)c3ccccc3C2=O)cc1,-12,749,21,11,i,-2,/,1.3,-0.0047,1.3,-0.94,1.8,1.1,1.0,-0.88,705,0.5,1113,8%
COc1ccc(NC(=O)c2nc[nH]c2C(=O)NCC(=O)OC(C)(C)C)cc1,-21,655,/,/,/,/,i,0.17,-0.75,0.17,-0.21,/,/,/,0,872,-0.2,1373,6%
N#Cc1cccc(NC(=O)CSc2ccc3c4c(cccc24)C(=O)c2ccccc2-3)c1,3,780,14,8,+,12*,i,-6,5.1,-2.3,1.1,5.9,1.6,3.3,/,/,-4.4,1052,-38%
C1CCc2c(nc3nnnn3c2N2CCOCC2)C1,/,/,-4,-4,i,0,i,2.2,-0.046,2.1,-1.4,2.3,1.3,2.6,0.17,1382,-8.6,989,-9%
Cc1cc(OCC(=O)NCCCN(C)C)cc(C)c1Br,/,/,-6,17,i,11,i,0.89,-0.4,0.71,0.12,12,1.7,6.4,0.13,925,-3.1,752,5%
Nc1nnc(CCS(=O)(=O)c2ccc(Br)cc2)s1,-10,693,-14,15,i,3,i,-0.28,-0.34,-0.33,-0.098,4.6,1.4,5.9,1,1572,-1.4,1049,8%
C/C(N)=C(/C#N)C(=O)CSc1nc2ccccc2c(=O)n1CCCOC(C)C,-21,649,0,-9,i,5,i,-0.49,-0.23,-0.12,0.56,0.7,2.1,3.8,-0.26,1441,-7.3,593,8%
O=C(CN=C1NS(=O)(=O)c2ccccc21)OCC(=O)c1ccccc1,-15,668,/,/,/,/,i,-0.34,-0.26,-0.15,0.47,/,/,/,0.38,1003,-1.2,1355,-10%
O=C(c1ccc2c(c1)OCO2)N1CCOCC1,21,763,-18,-8,i,37,i,-0.49,-0.26,-0.22,0.68,1.8,1.5,4.4,0.25,1212,-2.7,1233,18%
COc1ccc2c(c1)CCc1c(C(=O)NC3CCCCC3)noc1-2,-2,674,-8,0,i,9,i,0.12,-0.2,0.44,0.38,5.6,2.1,5.0,-1.1,1341,/,/,-110%
O=C(NC1=NCCS1)c1ccc(Cl)s1,32,665,12,-1,i,-8,i,0.18,-0.089,0.84,-0.85,2.8,2.3,9.9,0.06,1934,1.4,998,-37%
CC1(C)CC(=O)C=C(NCc2ccccc2)C1,/,/,20,32,i,21,i,-0.25,-0.21,0.39,-0.16,2.1,1.7,7.6,0.21,1612,0.3,1372,-6%
OCCCN1CCN(CCCOc2ccccc2-c2ccccc2)CC1,-19,461,12,12,i,9,i,1.1,-0.16,0.68,-1.5,4.5,2.1,5.5,-0.32,1308,-0.2,972,-1%
CCOC(=O)c1c(C)[nH]c(C2=NNC(=NC(C)COC)SC2)c1C (stereo not drawn),-24,702,5,6,i,1,i,-0.63,-0.093,-0.51,0.18,0.8,0.9,1.6,-0.69,1146,0.1,1046,-59%
Cc1nc(CN2CCN(C(=O)NC3(c4ccccc4)CC3)CC2)cs1,0,761,-1,1,i,-6,i,0.39,-0.2,0.071,0.19,2.7,2.0,8.0,-0.15,1163,-1.2,1079,7%
O=C(NC(=S)Nc1ccc(F)cc1)c1ccc2c(c1)OCCO2,/,/,17,22,i,13,i,0.35,-0.21,0.5,-0.1,2.2,1.9,11,0.27,1438,0.9,1446,-88%
COC(=O)CN1CCN(C(=O)c2ccc(F)cc2)c2ccccc2C1,/,/,-7,1,i,-10,i,-0.76,-0.23,-0.39,0.25,2.6,1.8,5.1,-0.71,1208,-5.0,954,-4%
Cc1cc2cc(CNC(=O)Nc3ccccc3)ccc2n1C,6,698,-17,-16,i,6,i,0.75,0.22,1.4,-1.7,1.6,1.4,5.4,0.29,1199,2.7,1306,8%
COc1ccc(C2c3cc(OC)c(OC)cc3CCN2S(C)(=O)=O)cc1OC (stereo not drawn),17,652,-1,3,i,25,i,2,-0.056,0.95,-1.1,4.1,1.6,7.2,-1.2,1309,-1.7,1024,-6%
O=S1(=O)NC[C@]23C[C@H](c4ccc(F)cc4)[C@@H](C[C@@H]21)O3,-1,725,/,/,/,/,i,-0.72,-0.84,-0.29,0.72,/,/,/,-0.47,1016,-1.9,1226,13%
CCCCCCCCCCCCN1C(=O)CSC1c1cccnc1 (stereo not drawn),-29,700,/,/,/,/,i,0.27,-0.26,0.083,0.057,/,/,/,-0.12,1234,-0.9,1168,15%
COc1ccc(/C=N/OC(=O)Nc2ccccc2OC)cc1,8,765,11,3,i,19,i,0.49,-0.36,-0.18,-0.0093,19*,29*,56*,0.66,1261,-0.7,1050,-105%
CCNc1ccc(C(=O)OCC(=O)N2c3ccccc3NC(=O)C2(C)C)cc1[N+](=O)[O-],-14,674,-3,14,i,-6,i,-1,-0.33,-0.86,1.3,2.5,3.2,7.3,-0.62,1072,/,/,-1%
O=C(NCc1csc(-c2cccs2)n1)C1CC1,-12,763,/,/,/,/,i,-0.22,-0.2,-0.08,0.98,/,/,/,0.19,1464,-2.8,1089,-13%
CCCN(CCC)CCCNC(=O)CC(C(=O)N1CCc2ccccc21)n1ccnc1 (stereo not drawn),/,/,46,4,i,-7,i,0.45,-0.3,0.55,-0.53,7.1,3.8,0.3,0.54,1490,2.7,1362,2%
N#Cc1ccccc1CN1C(=O)S/C(=C/c2cccn2-c2ccc(C(=O)O)cc2)C1=O,2,723,12,11,i,-13,i,-0.71,-0.43,-0.17,0.017,2.6,1.9,5.1,-0.49,816,-1.5,1178,20%
CC1(C)Cc2c(sc3nc4n(c(=N)c23)CCCCC4)CO1,/,/,-14,-15,i,-11,i,-1.8,1.1,-0.63,0.24,1.6,1.5,7.3,-2,979,/,/,5%
Cc1ccc(S(=O)(=O)NN)c(C)c1N1CCCC1=O,2,745,/,/,/,/,i,2,-0.21,0.99,-0.65,/,/,/,0.19,1019,0.1,1343,4%
CC(=O)Nc1ccc(S(=O)(=O)Nc2ccc3c(c2)OCCO3)cc1,0,699,5,0,i,-2,i,-0.11,-0.3,-0.61,1.5,2.4,1.3,1.3,-0.57,1146,1.7,1161,17%
O=C(N/N=C/c1cccc([N+](=O)[O-])c1)c1c[nH]c2ccccc12,-8,684,/,/,/,/,/,-0.44,-0.23,0.32,0.83,/,/,/,-0.01,936,0.0,1342,-32%
O=[N+]([O-])c1ccc(S(=O)(=O)CC(CN2CCCCC2)N2CCCCC2)cc1 (stereo not drawn),14,647,3,24,i,42,i,-4.1,6,-1.3,-2.9,3.4,3.1,6.1,-0.44,1683,1.4,918,-53%
O=C(Cn1c(COc2ccccc2)nc2ccccc21)Nc1cc(Cl)cc(Cl)c1,17,701,7,17,i,25,i,-0.091,-0.25,0.037,0.52,1.8,2.7,0.3,-0.06,1234,1.0,897,-29%
Cc1cccc(N2N=C(C(=O)Nc3nc(C)cs3)CCC2=O)c1,0,701,2,-3,i,11,i,0.46,-0.12,0.57,-1.2,2.8,1.4,8.0,-0.43,1676,-4.1,1073,-45%
